# GC-B act: GC-B (human) receptor activation; HEK293-GC-B cells, CNP EC30, cGMP TR-FRET; 0% at EC30 CNP, 100% saturating CNP; P20594; hit rate 0.11% among 370,000; activation, % at 10 µM;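 active = activation at 10 µM reaching about 35% in either raw or pattern-adjusted values, limit read from the data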
# HTRA1 inhibitor: HTRA1 (human) protease inhibition; inhibition, % at 5.96 µM; AID 504803; recombinant HTRA1, FP-rhodamine activity-based probe, fluorescence polarization; hit rate 0.5% among 340,000; in the data active = inhibition above about 36%;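 also: 0% = enzyme with DMSO and 100% = wells lacking enzyme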
# rCAG binder: r(CAG) repeat RNA binding; hit rate 1.3% among 370,000; inhibition, % at 3 µM; TO-PRO-1 dye displacement fluorescence;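 active = inhibition above the plate cutoff, the mean of all test compounds on that plate plus 3 SD, cut at about 35% in these data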;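 also: 0% = DMSO alone and 100% = 100 µM mitoxantrone as full dye displacement; higher means more dye released from RNA so lower well fluorescence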
# UHRF1 MBD2 ctr: UHRF1 methyl-DNA binding inhibition; Q96T88; inhibition, % at 4.4 µM; hit rate 0.75% among 370,000; UHRF1 binding to methylated oligo, TR-FRET; in the data active = inhibition above about 21%;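 also: UHRF1 SRA domain binding a hemimethylated CpG hairpin DNA probe; 0% = median of test compound wells and 100% = reference inhibitor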
# mABHD4 FP: inhibitors of mouse ABHD4. Q8VD66. purified mABHD4, FP-Rh probe fluorescence polarization. inhibition, % at 8.92 µM. hit rate 0.54% among 370,000. AID 720543;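 active = inhibition exceeding the mean over every tested compound plus 3 SD, cut at about 30% in these data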;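 also: 0% = plate median of compound wells and 100% = S159A mutant with DMSO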
#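 Assay system: mABHD4 protein; medium: HEPES pH 7.0, NaCl, Pluronic buffer; dosing: 8.92 µM, single dose; schedule: 45 min + 60 min at 25 °C; signal: FP readout, ex 525 nm / em 598 nm; read-out: normalized percent inhibition of probe labeling; repeats: single replicate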
# MBD2 inh: inhibitors of human MBD2 binding to methylated oligonucleotide | Q9UBB5 | TR-FRET | inhibition, % at 4.4 µM | hit rate 0.31% among 370,000 | AID 686964; in the data active = inhibition above about 13%
# Target sequence (Q9UBB5 whole entry, looked up): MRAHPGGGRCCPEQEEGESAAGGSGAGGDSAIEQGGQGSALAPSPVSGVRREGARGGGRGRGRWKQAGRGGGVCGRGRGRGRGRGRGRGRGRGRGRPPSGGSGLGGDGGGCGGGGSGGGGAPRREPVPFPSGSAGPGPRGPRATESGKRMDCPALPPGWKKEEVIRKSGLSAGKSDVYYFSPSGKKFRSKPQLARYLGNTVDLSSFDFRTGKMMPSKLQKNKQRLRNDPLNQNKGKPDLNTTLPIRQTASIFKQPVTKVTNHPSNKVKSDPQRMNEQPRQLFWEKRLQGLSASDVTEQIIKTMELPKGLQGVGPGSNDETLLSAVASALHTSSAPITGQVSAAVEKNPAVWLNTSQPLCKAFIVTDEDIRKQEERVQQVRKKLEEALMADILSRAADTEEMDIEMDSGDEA
# NPR1 activator: GC-A (human) enzyme activation; P16066; HEK293 GC-A cells, cGMP TR-FRET, EC30 ANP; 0% at EC30 ANP, 100% saturating ANP; activation, % at 10 µM; hit rate 0.14% among 370,000; AID 1671463; in the data active = activation above about 40%
# TCR CD3 inh: inhibitors of human TCR-CD3 interaction | TAMRA-labeled TCR probe fluorescence, biochemical | inhibition, % at 9.4 µM | hit rate 0.37% among 360,000; in the data active = inhibition above about 19%;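 also: recombinant mutant TCR 2C K166C tagged with TAMRA read by polarization; 0% = receptor in buffer alone and 100% = receptor with positive control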
# SIAE inh: inhibitors of human sialic acid acetylesterase SIAE. hit rate 0.69% among 370,000. inhibition, % at 9.66 µM. SIAE FP-Rh probe binding, fluorescence polarization. Q9HAT2. AID 1053197;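 active = inhibition above a cutoff: mean of compounds within the control limits plus 3 SD of those, cut at about 17% in these data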;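 also: 0% = plate median of compound wells and 100% = probe without SIAE protein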
# Target sequence (Q9HAT2 whole entry, looked up): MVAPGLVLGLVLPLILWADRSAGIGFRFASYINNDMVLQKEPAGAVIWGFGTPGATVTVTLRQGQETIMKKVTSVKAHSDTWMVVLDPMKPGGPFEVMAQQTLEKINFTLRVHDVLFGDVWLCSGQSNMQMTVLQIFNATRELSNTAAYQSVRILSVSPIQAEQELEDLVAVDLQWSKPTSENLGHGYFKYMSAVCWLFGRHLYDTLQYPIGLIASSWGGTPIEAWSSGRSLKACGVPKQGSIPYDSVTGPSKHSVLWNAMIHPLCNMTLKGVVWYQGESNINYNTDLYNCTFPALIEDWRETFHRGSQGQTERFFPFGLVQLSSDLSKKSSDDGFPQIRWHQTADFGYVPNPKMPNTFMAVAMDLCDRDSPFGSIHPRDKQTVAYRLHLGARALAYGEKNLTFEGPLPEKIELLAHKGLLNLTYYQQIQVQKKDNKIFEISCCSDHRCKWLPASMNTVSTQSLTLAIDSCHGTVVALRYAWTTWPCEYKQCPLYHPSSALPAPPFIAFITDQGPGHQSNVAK
# PRMT1 FP inh: PRMT1 (human) inhibition, primary screen; Q99873; recombinant PRMT1, activity-based probe fluorescence polarization; hit rate 1.3% among 370,000; inhibition, % at 2.79 µM; AID 652257;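 active = inhibition above about 21% made by adding two undisclosed values, limit read from the data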
# * = called active by the depositor; nt = not tested or not shown.
SMILES,GC-B act,HTRA1 inhibitor,rCAG binder,UHRF1 MBD2 ctr,mABHD4 FP,MBD2 inh,NPR1 activator,TCR CD3 inh,SIAE inh,PRMT1 FP inh
Cc1ccc(C)c(OCCn2cc(/C=C(/C#N)C(=O)NCC3CCCO3)c3ccccc32)c1 (stereo not given),-20.9,-55.4,8.5,-2.8,-18.6,-1.5,-19.9,1.5,-26.6,-3.2
O=C(Cc1ccccc1Cl)Nc1ccc(S(=O)(=O)Nc2nccs2)cc1,-0.9,-6.2,15.9,-2.3,3.0,0.3,1.7,4.5,-2.1,0.6
CCCC(C)(C)C(=O)N1CCC1(C)C(=O)Nc1cccc(OC)c1 (stereo not given),-5.6,nt,-1.9,0.0,-3.2,-0.5,-1.6,2.8,-5.7,-2.0
Cc1ccnc(NC(=O)C2CCC(CNc3c(N4CCCC4)c(=O)c3=O)CC2)c1 (stereo not given),-4.1,-0.5,1.2,2.6,-2.1,5.1,-4.8,-10.9,7.4,5.0
CCn1c(C(C)NC(C)=O)nc2ccccc21 (stereo not given),-0.6,7.1,1.1,3.8,2.6,0.7,0.8,-4.5,-0.1,-1.4
O=C(O)CCCC(=O)Nc1ccc(N=Nc2ccccc2)cc1,-9.3,-8.2,6.9,-3.8,1.7,-1.3,0.3,-1.8,-0.7,2.4
O=C(Nc1cccc(Cl)c1)C1CCN(C(=O)c2cccs2)CC1,1.6,-5.4,4.0,2.0,-10.3,1.0,-3.1,-6.3,-0.7,1.4
Nc1nnc(CCOc2ccc(Cl)cc2)s1,-4.1,-2.7,-1.5,0.0,3.4,-5.2,5.4,-11.9,-0.2,0.7
CCN1CCN(Cc2c(O)ccc3c2O/C(=C\c2ccc(C)cc2)C3=O)CC1,-4.3,1.0,-18.2,-15.5,7.1,-1.9,3.8,-2.2,2.5,5.1
CSc1nc(-c2ccc(Cl)cc2Cl)[nH]c(=O)c1C#N,1.2,-17.1,42.6*,1.4,-21.2,-0.2,1.4,-1.2,-0.5,1.4
O=C(CC1C(=O)NCCN1CC1CCCCC1)NCc1ccc(F)cc1 (stereo not given),2.9,-2.9,-1.6,-4.0,8.6,1.2,-3.5,5.6,2.5,1.4
Cc1ccc(OCCNC(=O)c2cncc(Br)c2)cc1C,10.1,-2.2,0.8,2.4,-6.0,4.1,0.3,-0.8,2.5,3.6
S=C(Nc1ccccc1)N1CCc2ccccc21,4.9,4.6,-1.5,-2.0,5.3,1.4,0.8,3.6,3.2,0.7
COc1ccc(CCCc2nnc(SCc3nc4ccccc4c(=O)[nH]3)n2C)cc1,-4.2,0.5,-4.2,13.2,7.8,-3.7,-3.1,-8.8,5.4,1.4
Cc1ccccc1N1CCN(C(=O)c2cc(C3CC3)nn2-c2ccccc2)CC1,-1.4,-46.1,-0.6,0.7,6.2,-6.2,-1.0,2.6,4.3,1.6
CCc1cccc(NC(=O)CN(C)S(=O)(=O)c2cccc3cccnc23)c1,-0.2,2.0,-1.3,-1.2,-2.7,-0.2,0.1,6.2,-2.3,0.0
COC(=O)C1Cc2c([nH]c3ccccc23)C(C(C)C)N1 (stereo not given),3.1,-8.7,11.8,-1.1,0.9,-3.7,1.6,9.9,8.7,0.9
CCOc1ccc(-c2nc(CN3CCCCC3CCn3cccn3)c(C)o2)cc1 (stereo not given),-0.4,2.9,-8.1,2.2,7.2,-1.0,-0.6,-7.0,-0.6,0.6
Brc1cccc(-c2cnco2)c1,3.3,1.1,0.7,-0.1,-1.8,-6.2,1.5,-5.1,-3.1,1.7
COc1ccccc1CNC(=O)C1CCN(S(=O)(=O)c2cccc3cccnc23)CC1,-14.2,-5.7,1.1,-0.8,0.8,3.9,-7.4,-2.1,-2.3,0.7
O=C(O)CN=C(NS(=O)(=O)c1ccccc1)c1ccccc1,7.1,2.3,2.6,1.5,1.1,0.1,2.9,-0.9,-2.0,3.9
O=C(COc1coc(CN2CCc3ccccc3C2)cc1=O)N1CCOCC1,-5.3,-2.8,-4.6,-1.5,12.7,1.3,1.2,1.0,1.7,-0.8
CCCCNC(=O)c1onc(CSc2ccc(F)c(F)c2)c1C(=O)NCCCC,-0.5,-36.4,1.2,-1.5,-15.4,3.1,0.6,-0.5,-16.9,2.8
O=C(CCCl)Nc1nc2c(s1)CCc1ccccc1-2,2.8,-5.4,7.5,-2.4,5.0,-6.2,4.3,6.1,1.5,3.4
CCC(NC(=O)COc1cc2c(c3oc(=O)c(C)c(C)c13)CCC(C)(C)O2)C(=O)O (stereo not given),0.4,7.9,14.5,1.6,-3.8,3.6,9.4,-3.1,-8.5,-0.1
CC1(C(=O)Nc2ccc(Cl)cc2)Cc2c(-c3ccc4c(c3)OCO4)ccnc2O1 (stereo not given),1.0,nt,5.1,-0.2,-2.8,-2.6,-1.5,-3.3,-4.1,4.4
COc1ccc(-c2nc(C)c(C(C)=O)n2O)cc1OC,1.8,4.0,4.5,13.4,11.4,1.8,1.8,5.7,7.9,2.1
O=C(NCC1CCCO1)c1ccc[nH]1 (stereo not given),2.0,-1.0,-2.2,-0.1,3.5,-0.3,-1.7,2.9,-5.4,0.5
COc1ccc(C(=O)Nc2cccc(NC(=O)c3cccs3)c2)cc1OC,1.5,-29.5,-0.1,1.7,-15.3,0.2,2.5,-4.5,-16.4,-1.7
CCOCc1nnc(NC(=O)c2cccs2)s1,5.7,-9.2,1.4,-1.1,-0.1,0.0,3.0,-0.9,-3.0,-0.7
O=C(N/N=C/c1ccc2nccnc2c1)c1ccncc1,-3.0,2.5,-0.8,-3.4,3.2,-0.8,-1.4,1.3,1.9,0.9
Cc1ccc(OCCC(=O)OCC(=O)Nc2ccc3c(c2)OCCO3)cc1,3.7,-3.5,-5.4,3.5,6.1,0.4,7.7,3.2,-3.5,32.1*
COc1cc(/C=C2/C(=N)N3N=C(C(C)C)SC3=NC2=O)ccc1OS(=O)(=O)c1ccccc1,-1.7,-8.8,34.2,0.2,7.2,6.0,-2.9,8.8,-0.1,3.8
O=S(=O)(Oc1ccccc1C(=S)N1CCOCC1)c1ccc(Cl)cc1,-0.7,-2.4,-3.0,-1.3,-6.5,1.7,-4.7,8.4,6.5,8.3
CCOC(=O)c1c(NC(=S)Nc2ccc(Cl)cc2)sc(C)c1C,2.0,-0.5,0.0,-2.3,3.4,0.2,5.4,0.9,-2.1,-4.1
Cc1cc(C(=O)COc2cc(F)ccc2[N+](=O)[O-])c(C)n1CC1CCCO1 (stereo not given),3.8,-2.8,0.5,-2.8,7.0,-4.4,-0.9,6.2,5.1,0.1
O=C(OCC(=O)N1CCCCCC1)c1cccnc1Cl,3.0,8.0,-2.0,-0.8,-2.0,2.4,5.2,6.1,-0.5,1.2
CCNc1nc(NCC)nc(Oc2ccc(N)cc2)n1,5.5,12.7,1.1,-1.4,-3.3,-2.2,-1.5,2.3,6.8,-2.1
Cn1c(CNS(=O)(=O)c2cccc(Cl)c2)cc(=O)n(C)c1=O,-1.9,3.6,0.1,2.7,0.8,1.7,0.1,-3.4,0.3,3.8
Cc1nc([N+](=O)[O-])c(N2CCN(C)CC2)n1Cc1ccccc1,-2.9,9.2,-6.3,-0.1,-1.4,6.1,0.0,-4.7,-1.5,-1.5
CC(C)CN(C(=O)CSc1nnc(-c2cccs2)n1N)c1c(N)n(Cc2ccccc2)c(=O)[nH]c1=O,3.4,0.7,-0.3,0.7,4.4,0.0,-1.3,-5.8,-0.7,0.5
Cc1cc(-c2ccccc2)nc(N(C)NC(=O)c2c(F)cccc2F)c1S(C)(=O)=O,0.2,-11.3,-2.4,-0.6,1.3,-3.3,-4.0,8.9,-4.3,-1.1
O=S(=O)(c1ccc(Br)cc1)N1CCCC1,-0.3,7.3,-1.1,-4.5,2.4,-1.2,-3.4,8.8,-1.2,-0.8
CCN1C(=O)N/C(=C/c2ccc(Sc3ccc(C)cc3)o2)C1=O,6.7,-9.3,2.6,1.7,-1.1,-2.5,3.5,-0.3,3.7,2.8
O=C(NN=Cc1c[nH]c2ccccc12)NN=Cc1c[nH]c2ccccc12,-10.4,11.5,11.9,-4.8,12.8,3.0,-1.9,3.7,9.0,-1.5

# Shown with two lines to a compound: part of the list above.
# Values in the order: GC-B act	HTRA1 inhibitor	rCAG binder	UHRF1 MBD2 ctr	mABHD4 FP	MBD2 inh	NPR1 activator	TCR CD3 inh	SIAE inh	PRMT1 FP inh
- O=C(N/N=C/c1ccc2nccnc2c1)c1ccncc1
→ -3.0	2.5	-0.8	-3.4	3.2	-0.8	-1.4	1.3	1.9	0.9
- Cc1ccc(OCCC(=O)OCC(=O)Nc2ccc3c(c2)OCCO3)cc1
→ 3.7	-3.5	-5.4	3.5	6.1	0.4	7.7	3.2	-3.5	32.1*
- COc1cc(/C=C2/C(=N)N3N=C(C(C)C)SC3=NC2=O)ccc1OS(=O)(=O)c1ccccc1
→ -1.7	-8.8	34.2	0.2	7.2	6.0	-2.9	8.8	-0.1	3.8
- O=S(=O)(Oc1ccccc1C(=S)N1CCOCC1)c1ccc(Cl)cc1
→ -0.7	-2.4	-3.0	-1.3	-6.5	1.7	-4.7	8.4	6.5	8.3

# Next part.
SMILES,GC-B act,HTRA1 inhibitor,rCAG binder,UHRF1 MBD2 ctr,mABHD4 FP,MBD2 inh,NPR1 activator,TCR CD3 inh,SIAE inh,PRMT1 FP inh
COc1cc(NC(=O)CN2C(=O)C(C)N(c3ccc(C)cc3)C2=O)cc(OC)c1 (stereo not given),0.6,-7.4,3.4,0.2,-2.7,-4.2,-0.3,4.4,1.3,-5.1
CCOC(=O)N1CCC(NC(=O)c2oc3c(F)cccc3c2C)CC1,-0.6,4.5,-7.0,-4.0,-2.9,2.7,3.4,2.5,4.9,0.2
CCCCn1nc(C(=O)N(C)CC(=O)Nc2ccc(F)c(F)c2F)ccc1=O,3.6,-7.3,-1.0,1.6,2.7,1.9,1.9,1.6,0.8,2.1
c1ccc(C2=Nn3c(nnc3-c3ccncc3)SC2)cc1,-4.6,5.8,-3.3,-1.7,1.7,1.7,4.5,-0.3,1.1,0.7
C=CCNC(=O)CN1CCC(O)(c2ccccc2)CC1,0.5,8.5,-4.9,-0.3,-3.2,-2.5,-3.9,8.8,1.8,-1.0
O=C(CNC(=O)OCc1ccccc1)NC1CCCCCC1,3.4,-0.2,-4.3,-5.3,1.5,3.9,-0.3,3.8,-0.3,-2.7
N#CC1(NC(=O)COC(=O)c2nccnc2N)CCCCC1,0.4,-1.1,7.0,-3.6,3.0,-4.9,-0.8,-5.4,6.8,3.6
Cc1ccc(NCCC(=O)c2cccc([N+](=O)[O-])c2)cc1,-3.7,-4.5,5.8,-4.2,5.4,1.6,-2.3,-1.0,6.9,33.2*
COc1ccc(CNC(=O)C(C)c2ccc([N+](=O)[O-])cc2)cc1 (stereo not given),4.2,2.9,0.6,4.0,2.1,-3.0,2.4,1.4,0.0,3.7
O=C(c1ccco1)N1CCN(C(=O)c2ccc(CS(=O)c3cccc(Cl)c3)o2)CC1 (stereo not given),3.6,2.5,-0.7,4.0,-0.2,-1.1,2.1,-4.3,3.4,-0.2
O=C(CN1C(=O)C(c2ccc(F)cc2)=NC12CCCC2)Nc1ccc(F)cc1,2.4,-2.1,3.3,0.6,-7.9,-3.1,-6.1,5.7,-3.0,-1.3
Cc1nn2c(N3CCOCC3)cc(C(C)(C)C)nc2c1-c1ccc(Cl)cc1,-7.3,-5.2,-4.0,1.4,-1.0,3.9,4.7,-2.0,0.4,0.9
CCn1cc(C(=O)NCc2cccs2)c(=O)c2cc(S(=O)(=O)N3CCOCC3)ccc21,-1.8,nt,-0.1,-1.2,2.6,3.6,-0.5,5.4,2.6,1.8
c1ccc2c(CNc3ccc(CNc4ncn[nH]4)cc3)cccc2c1,-10.8,9.7,7.1,-0.7,-1.4,-2.0,-9.3,-0.7,1.8,-4.8

# Screens (PubChem)

# An excerpt; count on the stated rates, not on these rows.
